# NCI-60 one-dose screen, 48 h, at 10 µM unless noted. Numbers give growth in % (100 = growth as untreated, 0 = no growth, -100 = all killed).
# CCRF-CEM: CCRF-CEM leukemia. 7% of 77,000 active
# EKVX: EKVX NSCLC; 3% of 71,000 active; AID 1794765
# MOLT-4: MOLT-4 leukemia cells; 6.9% of 80,000 active; AID 1794779
# RPMI-8226: RPMI-8226 leukemia cells | 7.5% of 77,000 active | AID 1794781
# K-562: K-562 leukemia; 7.4% of 78,000 active
# HOP-62: HOP-62 NSCLC | 3.9% of 80,000 active
# SR: SR leukemia cells; 8.7% of 73,000 active
# HOP-92: HOP-92 NSCLC cells. 6.3% of 71,000 active. AID 1794738
# The depositor's hits bear a star; . = not tested or not shown; & = joins results of further samples; [ ] = remark or other dose. Rule for the calls: active = growth percent below 10; inactive = the rest.
# The opening seven compounds, ahead of the listing:
SMILES,CCRF-CEM,EKVX,MOLT-4,RPMI-8226,K-562,HOP-62,SR,HOP-92
CC1NC(=S)NC(=O)/C1=C\c1cc(=O)oc2c1ccc1ccccc12 (stereo unspecified),93.6,97.2,88.2,97.2,86.6,98.4,89.4,85.2
O=C(Nc1ccc(OCc2ccccn2)c(Cl)c1)c1ccncc1,88.5,92.0,100.4,77.8,84.5,108.3,109.9,112.8
COc1cc(C)ccc1Oc1nc(Nc2ccc(N3CCOCC3)cc2)ncc1NC(=O)Nc1c(Cl)cccc1Cl,21.7,97.2,109.0,96.5,118.0,105.3,94.8,101.0
C#C[C@]1(O)CC[C@H]2[C@@H]3CC=C4c5sc(-c6cccc(Br)c6)nc5CC[C@]4(C)[C@H]3CC[C@@]21C,61.4,80.1,58.0,2.1*,6.5*,91.5,45.6,.
CC(Cc1ccccc1)N=C(N)N (stereo unspecified),81.2,88.3,89.7,79.6,79.8,81.8,81.1,73.9
CSC1=NN(c2ccccc2)CN(c2ccccc2)N1C,95.5,.,97.8,95.3,89.5,101.8,92.2,84.0
COc1cc(CNC(=O)/C=C/C=C/c2ccc3c(c2)OCO3)ccc1OCc1cn(-c2ccc(C)c(C)c2)nn1,95.7,94.1,96.2,86.3,68.6,92.5,81.5,-4.3*

# This part in full, previewed entries included:
SMILES,CCRF-CEM,EKVX,MOLT-4,RPMI-8226,K-562,HOP-62,SR,HOP-92
CC1NC(=S)NC(=O)/C1=C\c1cc(=O)oc2c1ccc1ccccc12 (stereo unspecified),93.6,97.2,88.2,97.2,86.6,98.4,89.4,85.2
O=C(Nc1ccc(OCc2ccccn2)c(Cl)c1)c1ccncc1,88.5,92.0,100.4,77.8,84.5,108.3,109.9,112.8
COc1cc(C)ccc1Oc1nc(Nc2ccc(N3CCOCC3)cc2)ncc1NC(=O)Nc1c(Cl)cccc1Cl,21.7,97.2,109.0,96.5,118.0,105.3,94.8,101.0
C#C[C@]1(O)CC[C@H]2[C@@H]3CC=C4c5sc(-c6cccc(Br)c6)nc5CC[C@]4(C)[C@H]3CC[C@@]21C,61.4,80.1,58.0,2.1*,6.5*,91.5,45.6,.
CC(Cc1ccccc1)N=C(N)N (stereo unspecified),81.2,88.3,89.7,79.6,79.8,81.8,81.1,73.9
CSC1=NN(c2ccccc2)CN(c2ccccc2)N1C,95.5,.,97.8,95.3,89.5,101.8,92.2,84.0
COc1cc(CNC(=O)/C=C/C=C/c2ccc3c(c2)OCO3)ccc1OCc1cn(-c2ccc(C)c(C)c2)nn1,95.7,94.1,96.2,86.3,68.6,92.5,81.5,-4.3*
O=C(c1cc2ccccc2o1)c1nn(-c2ccccc2)c2nc3nc(-c4cc5ccccc5o4)cc(-c4c[nH]c5ccccc45)c3c(=O)n12,92.6,92.0,97.0,86.4,86.3,.,88.7,80.1
Cc1[nH]c(C(=O)OCCCCc2cn(CCCCNC(=O)COc3cccc4c3C(=O)N(C3CCC(=O)NC3=O)C4=O)nn2)c2c1C(=O)CCCC2 (stereo unspecified),111.7,100.1,106.5,102.6,107.8,108.2,115.5,104.7
C=C(C)[C@@H]1CC[C@]2(CNCCO)CC[C@]3(C)[C@H](CC[C@@H]4[C@@]5(C)CCC(N)[C@@](C)(CO)[C@@H]5CC[C@]43C)[C@@H]12 (stereo partly specified),-38.7*,40.0,.,-45.1*,-63.2*,-53.7*,.,38.8
O=S(=O)(Oc1ccc(-c2cnc3ccccc3n2)cc1)c1ccc2ccccc2c1,90.3,94.3,89.9,89.1,91.0,104.1,93.6,101.7
O=C(CSc1nnc(-c2ccc(Cl)c(Cl)c2)n1-c1ccccc1)Nc1ccc(C(=O)/C=C/c2ccc(Cl)cc2)cc1,83.7,88.3,80.5,-11.4*,81.9,91.1,76.6,80.7
CCN(CC)CCNCC(=O)Oc1ccc(/C=C/C(=O)CC(=O)/C=C/c2ccc(OC(=O)CNCCN(CC)CC)c(OC)c2)cc1OC,-30.5*,5.1*,0.4*,-46.2*,-37.7*,34.0,-1.7*,39.1
N#Cc1cnc(=S)n(-c2cc(C(F)(F)F)cc(C(F)(F)F)c2)c1N,89.3,.,81.7,83.8,85.6,93.3,84.6,71.6
Cc1ccc(C(=O)O)c(O)c1,82.6,102.3,103.8,263.4,106.8,92.6,101.3,68.6
N[C@@H](CCC1=NCCN1)C(=O)O,100.4[20 µM],102.7[20 µM],101.4[20 µM],104.9[20 µM],100.2[20 µM],93.4[20 µM],.,73.4[20 µM]
CCOC(=O)CC1C(CNC(=O)NC)OC(n2cnc3c(N)ncnc32)C1O[Si](C)(C)C(C)(C)C (stereo unspecified),97.5,92.4,108.7,97.6,105.8,83.9,.,94.4
Nc1ncc(-c2ccc(NS(=O)(=O)c3cc(F)c(F)c(F)c3)cc2)[nH]1,90.7,101.4,.,77.3,.,102.1,.,78.8
COc1cc(-c2csc(NC(=O)Nc3ccc(Cl)cc3Cl)n2)cc(OC)c1OC,33.3,46.6,33.4,30.0,15.8,38.7,23.1,44.0
COC(CC(F)F)c1cc2ccccc2s1 (stereo unspecified),116.2,98.2,93.7,111.8,92.9,104.0,112.1,102.9
CCN1C(=O)N(CC)C2Nn3c(s/c(=C\c4cccs4)c3=O)=NC21 (stereo unspecified),102.8,102.7,.,104.4,58.5,92.0,.,86.1
O=C(CN1C(=O)/C(=C/c2ccc(Cl)cc2)SC1=S)NCCN1CCOCC1,102.6,89.4,102.5,95.5,91.9,108.0,101.4,88.0
CC/C(=C(\c1ccc(OCCN2CCCCCC2)cc1)c1ccc(OC(=O)c2ccccc2)cc1)c1ccccc1,104.3,105.3,88.2,102.2,83.3,93.7,83.3,122.1
CCCCCc1ccc(S(=O)(=O)Nc2cc(-c3csc(N)n3)ccc2OC)cc1,57.4,86.4,78.6,78.2,83.9,108.1,98.9,97.3
C=C(C)[C@@H]1CC[C@]2(C=O)CC[C@]3(C)[C@H](CC[C@@H]4[C@@]5(C)CC[C@H](NC=O)C(C)(C)[C@@H]5CC[C@]43C)[C@@H]12,96.1,103.8,99.6,93.5,96.3,103.0,70.5,90.3
O=C(/C=C/c1ccccc1)n1c(-c2ccccc2O)nc2ccccc21,86.4,.,84.1,84.5,74.4,97.9,77.8,79.6
CC(/C=C/c1ccc(Br)cc1)=N\OCC(=O)O,91.5,.,80.1,99.0,96.9,109.7,91.5,.
COc1cc2nc(CSc3nc4ccccc4c(=O)[nH]3)[nH]c(=O)c2cc1OC,68.6,95.0,98.3,79.7,95.0,105.1,87.3,68.8
C=CC(=O)N[C@@H](/C=C/C(=O)OCC)Cc1ccc(-c2cc(F)cc(Cl)c2)cc1,109.3,88.0,102.8,93.5,96.8,82.6,99.4,64.9
O=S(=O)(NCCNc1nccc(-n2ccc3cccnc32)n1)c1ccc(Br)cc1,91.5,93.2,88.8,94.3,91.4,104.5,87.9,79.6
O=C1OC[C@@H]2Sc3[nH]c(=O)sc3[C@H](c3ccc(F)cc3)[C@H]12,100.4,103.5,102.1,109.1,99.2,99.5,100.6,.
COc1ccc(C(=O)N/N=C/c2cc(OC)c(OC)cc2[N+](=O)[O-])cc1,124.8,90.1,114.3,109.5,110.3,34.9,107.0,101.0
N/C(=N\C(N)=N\c1nc2ccccc2s1)c1cccc(F)c1,93.9[5 µM],81.4[5 µM],84.9[5 µM],84.4[5 µM],89.2[5 µM],81.1[5 µM],48.4[5 µM],.
Cc1ccc(C(=O)N/N=C/c2cccc([N+](=O)[O-])c2)cn1,96.7,104.1,92.1,93.0,100.7,98.7,107.6,91.4
C=CCNC(=S)n1nc(SC)c(C(=O)OCC)c1N,112.6,102.1,92.0,116.7,100.5,85.2,92.8,113.4
NC(=S)NN=C1CSSC1,57.6,30.5,34.8,89.0,83.0,41.7,24.8,19.7
COC(=O)c1ccc(Nc2cc(=O)[nH]c(=O)[nH]2)cc1,100.5,100.9,87.2,104.7,88.6,101.4,89.6,105.0
O=C(NCc1ccccc1)c1cccc([N+](=O)[O-])c1,90.9,101.5,101.5,91.0,102.2,94.6,92.4,77.8
O=C1C=C(OCC=C(Cl)Cl)C(=O)c2ccccc21,28.7,93.3,71.0,45.6,80.0,87.2,51.6,73.7
COc1ccc(C2CC(c3cc4ccccc4oc3=O)=NN2c2ccc(S(N)(=O)=O)cc2)cc1 (stereo unspecified),93.8,.,74.4,91.1,76.4,97.6,69.0,75.2
Cc1nc2sccn2c1-c1csc(Nc2cccc(Cl)c2C)n1,47.1,.,40.2,45.0,16.0,79.3,17.7,16.3
O=C1C2C3C=CC(C3)C2C(=O)N1c1cccc(O)c1 (stereo unspecified),102.0,104.0,92.9,101.3,94.4,93.8,80.8,93.1
COc1ccc2c(c1)NC(=O)Cn1c(=O)cc(C)n1-2,.,99.8,94.1,102.6,97.1,88.5,96.7,101.4
Cn1c2ccccc2c2c3c(c4c5cc(Br)ccc5n(C)c4c21)C(=O)N(O)C3=O,-22.2*,88.5,-21.4*,10.8,10.4,0.4*,18.6,40.8
COc1cc(-n2c(-c3ccc(OCCO)cc3)nnc2-c2ccc(OCCO)cc2)cc(OC)c1OC,61.8[6.25 µM],99.3[6.25 µM],55.8[6.25 µM],64.6[6.25 µM],69.2[6.25 µM],90.4[6.25 µM],66.8[6.25 µM],59.6[6.25 µM]
CC(Cl)CCN1CCCCC1 (stereo unspecified),91.6,.,95.4,103.0,87.0,95.8,83.3,128.7
O=C1CC(c2cccc(F)c2)c2cnn(Cc3ccc4c(c3)OCO4)c2N1 (stereo unspecified),83.6,91.6,104.5,85.7,99.6,71.9,93.8,88.0
O=C(CCCCCCN1CC(=O)N2[C@@H](c3ccccc3Cl)c3[nH]c4ccccc4c3C[C@H]2C1=O)NO,17.8,82.2,.,14.8,25.7,73.3,15.9,-6.1*
CCCCn1c(=O)c(-c2cc(-c3ccc(Cl)cc3)nc(-c3ccc(Cl)cc3)c2)cc2cc(Cl)ccc21,104.1,105.1,103.7,.,102.1,103.6,106.0,94.2
Cc1ccc(C(=O)NCC(=O)O)cc1,87.8,.,100.5,100.4,95.2,105.1,100.4,.

# Continued:
SMILES,CCRF-CEM,EKVX,MOLT-4,RPMI-8226,K-562,HOP-62,SR,HOP-92
CC(C)CC(NC=O)C(=O)O (stereo unspecified),104.0,.,93.4,105.8,102.7,107.3,100.5,77.5
COc1ccc(C2OCC(C)(C)CO2)cc1,103.0,60.6,111.6,112.9,115.6,102.6,112.5,93.2
Fc1ccc2[nH]cc(-c3nc(-c4cccnc4)cs3)c2c1,.,48.1,69.1,.,97.9,.,67.1,.
Cc1nc(N)nc2c1CCC(O)S2 (stereo unspecified),46.4,88.5,10.8,61.4,12.7,81.0,32.0,.
CC1(C)C(Cl)(Cl)C(C)(C)C1(Cl)Cl,87.9,109.9,97.3,104.3,107.6,105.5,97.3,90.1
Cc1ccc(/C=C/C(=O)/C=C/c2ccc(C)s2)s1,93.4,102.8,94.3,93.6,110.9,99.8,92.5,89.6
CNC(=O)c1c(I)c(NC(C)=O)c(I)c(C(=O)O)c1I,104.1,125.9,110.5,109.7,.,.,104.3,92.7
CCc1ccc(Cn2c(=O)nc(SC)[nH]c2=O)cc1,104.9,.,96.6,103.7,88.5,92.5,89.6,.
O=C1NC(CCO)C(=O)NC1CCO (stereo unspecified),106.2,110.0,81.2,100.5,87.1,109.9,78.9,101.0
C[C@H](O)C(=O)Nc1c(I)c(C(=O)NC(CO)CO)c(I)c(C(=O)NC(CO)CO)c1I,101.3,97.7,75.0,105.7,.,.,91.7,103.4
COc1ccc(-c2nc3c(c(C)nc4c3nnn4-c3ccc(OC)cc3)c(=O)o2)cc1,99.8,104.6,103.2,97.6,101.7,.,88.4,86.2
Cc1cc(C(=O)Nc2ncc(Cc3ccc(F)cc3)s2)c(C)o1,74.1,59.1,58.6,70.3,28.8,88.1,90.2,76.7
CCCc1cc(NC)nc(S(=O)CC)n1 (stereo unspecified),97.5,101.8,103.6,104.0,93.6,107.3,95.9,113.6
O=C1/C(=C\c2ccc(O)cc2)N=C(c2cnccn2)N1c1cccc2cccnc12,102.0,.,104.8,94.6,125.5,83.0,94.1,88.6
Cc1cc(=O)n2nnc3cc(C(F)(F)F)ccc3n12,103.0,107.0,91.3,107.3,99.1,117.4,103.9,93.9
O=C(/C=C/c1ccncc1F)c1ccc(N2CCNCC2)cc1,78.2,99.1,91.6,97.3,85.8,102.0,93.0,82.3
c1ccc(C2=NN(c3ccccc3)[C@H](c3cn(-c4ccccc4)nc3-c3ccccc3)C2)cc1,120.8,93.3,96.8,109.1,104.1,102.1,121.0,.
Cc1ccccc1C1SCC(=O)N1n1cnnc1 (stereo unspecified),81.1,99.5,101.0,103.1,93.6,99.4,96.5,94.5
CC1NC(C)c2c(ccc3ccccc23)O1 (stereo unspecified),93.5&80.4,102.8&104.2,86.9,98.1&94.5,90.7,103.0,111.0&85.5,71.2&76.8
NC12CC3CC(CC(C3)C1)C2,108.6&88.4&93.2,121.0&87.4&106.4,106.5&57.9,105.2&62.8,107.1&57.5&106.7,105.9&93.2&101.0,100.9&129.0,111.1&96.8
COc1ccc(-c2cc(-c3ccc(OC)cc3)n(-c3ccc(-c4nnc(NCc5ccccc5)s4)cc3)n2)cc1,92.2,.,96.7,90.5,85.4,120.3,102.2,67.6
Fc1cccc(-n2ncc3c(Nc4ccc(OCc5ccccc5)cc4)ncnc32)c1,92.3,88.7,85.6,73.3,66.7,95.7,84.2,83.4

# Source: PubChem BioAssay (NCI)
